# Source: PubChem BioAssay
# DRD3 antagonist = qHTS of D3 Dopamine Receptor Antagonist: qHTS | D3R cells, DiscoveRx beta-arrestin luminescence, antagonist mode; active compounds read low | max response, negative = inhibition, % | 360,000 compounds, 2.5% hits; in the data active means max response below about -50%; inconclusive means no clear call, values can overlap the other calls; further: on the % scale 0 is the no-effect control and ±100 the full control effect; mostly tested at two doses, the higher about 12 µM
# Target sequence (P35462 whole entry, looked up): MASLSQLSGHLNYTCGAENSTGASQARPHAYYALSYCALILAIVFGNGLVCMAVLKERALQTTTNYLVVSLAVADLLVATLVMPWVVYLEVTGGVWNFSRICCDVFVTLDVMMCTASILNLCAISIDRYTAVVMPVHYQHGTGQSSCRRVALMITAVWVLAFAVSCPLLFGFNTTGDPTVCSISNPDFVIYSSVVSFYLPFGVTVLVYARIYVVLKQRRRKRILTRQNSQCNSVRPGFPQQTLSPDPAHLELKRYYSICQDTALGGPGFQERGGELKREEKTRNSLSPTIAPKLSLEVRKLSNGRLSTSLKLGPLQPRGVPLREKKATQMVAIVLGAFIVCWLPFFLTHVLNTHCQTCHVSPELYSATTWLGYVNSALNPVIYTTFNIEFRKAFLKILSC
#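 Cells plated overnight at 1500 cells/well, then exposed to library compounds with dopamine controls for 90 minutes at 37 degrees C. DiscoveRx reagent added for 30–60 minutes at room temperature; luminescence read, quantitative HTS format.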
# GLP-1R agonist = qHTS of GLP-1 Receptor Agonists; Glucagon-like peptide 1 receptor (Homo sapiens), P43220; HEK293 GLP-1R CRE-luciferase, luminescence, 4-6 h; cells express a hypersensitive GLP-1R form; Potency, µM (highest dose often 45.6 µM), inactives show at the highest dose activation, hits mostly activators; 380,000 compounds, 0.007% hits; further: potency means the concentration at half of the fitted maximal effect; % of control where 0% means no effect
# Target sequence (P43220 whole entry, looked up): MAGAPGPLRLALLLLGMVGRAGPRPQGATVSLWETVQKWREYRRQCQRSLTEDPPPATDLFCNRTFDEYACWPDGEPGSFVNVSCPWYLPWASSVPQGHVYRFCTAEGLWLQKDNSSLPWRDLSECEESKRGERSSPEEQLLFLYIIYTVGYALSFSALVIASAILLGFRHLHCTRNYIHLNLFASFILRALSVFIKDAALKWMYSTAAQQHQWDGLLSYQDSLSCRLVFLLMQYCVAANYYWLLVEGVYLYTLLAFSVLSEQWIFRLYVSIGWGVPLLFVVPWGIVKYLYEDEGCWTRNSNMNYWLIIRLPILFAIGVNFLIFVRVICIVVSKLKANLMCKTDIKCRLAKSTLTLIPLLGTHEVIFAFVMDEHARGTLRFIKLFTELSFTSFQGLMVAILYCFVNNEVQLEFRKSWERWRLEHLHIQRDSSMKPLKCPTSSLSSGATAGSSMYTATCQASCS
# KB-V1 MDR tox = qHTS assay for MDR1-selective chemotherapeutics: Primary screen using the drug-selected MDR subline cells KB-V1; KB-V1 MDR cells viability, CellTiter-Glo, 72 h; Potency, µM (highest dose often 46.1 µM), inactives show at the highest dose activity change, negative = cytotoxicity, most hits filed as cytotoxic; 400,000 compounds, 3.4% hits; further: potency means the concentration at half of the fitted maximal effect; on the % scale 0 is the no-effect control and ±100 the full control effect; nearly all actives have a fitted effect of over 60% in size
#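 qHTS viability screen in drug-selected KB-V1 MDR cells: 72 h compound treatment at 37 degrees C, ATP luminescence end point.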
# SW480 rereplic = A quantitative high throughput screen for small molecules that induce DNA re-replication in SW480 colon adenocarcinoma cells. SW480 DNA re-replication, Hoechst DNA content imaging, 48 h. Potency, µM (top dose mostly 46.1 µM), for the others: at the top dose re-replication activation, hits mostly activators. 340,000 compounds, 1.8% hits; further: potency means the concentration at half of the fitted maximal effect; % of control where 0% means no effect; nearly all actives have a fitted effect of over 55% in size
#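 250 cells/well; 23 nL cpd via pin tool; 48 hr, 37 C, 5% CO2; Hoechst 40 min; imager read of total nuclear intensity, ex 405/em 500-530 nm.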
# HT1080-NT tox = qHTS for induction of synthetic lethality in tumor cells producing 2HG: qHTS for the HT-1080-NT fibrosarcoma cell line; Potency, µM (doses to about 46.1 µM), inactives show top-dose activity, negative = less viability, actives largely listed as cytotoxic; 360,000 compounds, 1.6% hits; HT-1080-NT fibrosarcoma viability, CellTiter-Glo ATP luminescence, 48 h;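 further: NT is the 2HG producing partner of a matched IDH1 knockdown line; potency means the concentration at half of the fitted maximal effect; 0% = DMSO-treated cells and -100% = media-only wells without cells; nearly all actives have a fitted effect of over 55% in size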
#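 HT-1080-NT; 750 cells/well; 5% FBS RPMI; 48 h compound, 37 degrees C; CellTiter-Glo luminescence; curve fitting and curve-class assignment.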
# IL-1B inflam inh = qHTS for Inhibitors of Inflammasome Signaling: IL-1-beta AlphaLISA Primary Screen; THP-1 LPS/ATP IL-1B secretion, AlphaLISA, 16 h; active compounds read low; activity change, % at 57.5 µM; 360,000 compounds, 4.7% hits; in the data active means activity change below about -50%; inconclusive means mostly about -30% to -49%; further: on the % scale 0 is the no-effect control and ±100 the full control effect
#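 Secreted IL-1B measured by AlphaLISA bead assay after 16 h compound exposure of THP-1 cells; compounds (final up to 57.5 uM) added 1 h before LPS (250 ng/mL) and ATP (1.25 mM) stimulation; lower signal means less secretion.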
# DRD3 agonist = qHTS of D3 Dopamine Receptor Agonist: qHTS | D(3) dopamine receptor (Homo sapiens), P35462 | D3R DiscoveRx beta-arrestin cells, luminescence, 90 min | max activation, % | 410,000 compounds, 0.58% hits; in the data active means max activation above about 30%; further: 0% is about no effect; mostly tested at two doses, the higher about 12 µM
#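 Agonist-mode cell screen: cells plated at 1500/well and incubated overnight at 37 °C, then exposed to library compounds for 90 min at 37 °C. Detection reagent was added for 30–60 min at room temperature, and luminescence was read.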
# HT1080 IDH1KD tx = qHTS for induction of synthetic lethality in tumor cells producing 2HG: qHTS for the HT-1080-IDH1KD cell line; AID 686971, 2013; Potency, µM (series often up to 46.1 µM), inactives show at the highest dose activity, negative = toxicity, actives largely listed as cytotoxic; HT-1080 IDH1 knockdown viability, ATP luminescence, 48 h; 360,000 compounds, 2% hits;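 further: potency means the concentration at half of the fitted maximal effect; 0% = DMSO wells and -100% = cell-free medium wells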
#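 CellTiter-Glo luminescence after 48 h compound exposure at 37 degrees C of IDH1-knockdown HT-1080 cells in 5% FBS RPMI. %Activity scaled between DMSO wells and cell-free media wells, with curves fitted and assigned curve classes.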
# KB-3-1 tox = qHTS assay for MDR1-selective chemotherapeutics: Primary screen using the parental adenocarcinoma cell KB-3-1. AID 1347075, 2019. Potency, µM (top dose mostly 46.1 µM), inactives show at the top dose activity change, negative = cytotoxic, usual class: cytotoxic. 400,000 compounds, 1.4% hits. KB-3-1 viability, CellTiter-Glo ATP luminescence, 72 h; further: potency means the concentration at half of the fitted maximal effect; on the % scale 0 is the no-effect control and ±100 the full control effect; nearly all actives have a fitted effect of over 60% in size
#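 Screening of KB-3-1 cells (DMEM, 10% FBS, phenol-red free) ran from lowest to highest compound concentration; after 72 h at 37 °C viability was read luminescently and curves fitted.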
# An asterisk follows results filed as active; ? = inconclusive; . = not tested or not shown; & = joins results of further samples; [ ] = dose if it differs, or a comment. Unless noted, the call rests on the fitted dose curve; in most records, active means well fitted curve in the direction sought with a large enough effect; inconclusive means small, poorly fitted or top-dose-only effect, or another doubt; inactive means no such curve, though single readings can be large; an effect the other way counts as inactive or inconclusive.
SMILES,DRD3 antagonist,GLP-1R agonist,KB-V1 MDR tox,SW480 rereplic,HT1080-NT tox,IL-1B inflam inh,DRD3 agonist,HT1080 IDH1KD tx,KB-3-1 tox
O=C(Cc1cccs1)Nc1ccc(F)cc1,-2,1%,15%,-1%,12%,-2,8,2%,3%
CC(/C=N/NC(=O)c1ccccc1C)=C\c1ccccc1,1,2%,-16%,22%,-6%,-10,-16,18%,-14%
CCN(C(=O)COc1ccc(C)nc1[N+](=O)[O-])C1CCS(=O)(=O)C1 (stereo not given),8,12%,18%,0%,12%,11,-9,25%,20%
Cc1ccc(NC(=O)COC(=O)/C=C/c2ccc(Br)o2)cc1S(=O)(=O)N(C)C,2,-5%,0%,-14%,0%,9,2,1%,-4%
COCCN(Cc1ccc(C)cc1)C(=O)[C@H]1O[C@@H](n2ccc(N)nc2=O)[C@H](O)[C@@H]1O,-12,1%,?,.,7%,29,-7,18%,0%
Cc1nn(CC(=O)Nc2ccc(N3CCOCC3)cc2)c(C)c1Br,?,4%,0%,-8%,-3%,4,-9,-9%,-5%
Cc1ccc(OCC(=O)Nc2ccc(NC(=O)c3cccs3)cc2)c(C)c1,-22,7%,-6%,-3%,?,-1,-8,?,-15%
Cn1cccc1C(=O)NNC(=O)COc1ccccc1Cl,15,1%,?,-6%,18%,?,-4,19%,10%
CCC(C)[C@H](NC(=O)N1CCN(c2cccc(C(F)(F)F)c2)CC1)C(=O)OC (stereo not given in full),-23,-13%,5%,-5%,-7%,-1,0,-1%,6%
COC(=O)c1ccc(NC(=S)Nc2ccc3ccccc3c2)cc1,3,4%,-3%,?,1%,55,-11,-11%,0%
CCc1nc2ccccc2n1CC(C)C(=O)O (stereo not given),-2,-8%,9%,-2%,10%,0,10,-1%,-2%
Fc1ccc(-c2cc(C(F)(F)F)nc(N3CCCCC3)n2)cc1,-12,0%,8%,-1%,0%,44,-8,-1%,-1%
COc1ccc(CNC(=O)CN2C(=O)NC(c3ccccc3)(c3ccccc3)C2=O)cc1OC,4,14%,-30%,-6%,-6%,-6,-6,0%,-6%
Cc1cc(F)ccc1S(=O)(=O)Nc1ccccc1C(=O)Nc1ccc2[nH]c(=O)[nH]c2c1,-15,4%,3%,-5%,1%,1,-5,-2%,-7%
O=C(CC1Sc2ccccc2NC1=O)Nc1cccc(C(F)(F)F)c1 (stereo not given),.,9%,?,.,.,.,-7,.,-6%
CN(C)/C=C/c1[nH]c(=O)[nH]c(=O)c1[N+](=O)[O-],-2,-1%,?,-5%,-2%,0,5,-2%,-2%
CC(=O)N1CCN(CC(O)COc2ccc(S(=O)(=O)N3CCOCC3)cc2)CC1 (stereo not given),-24,-4%,?,-2%,14%,14,-5,7%,9%
CC(C)c1ccc(/C=N/NC(=O)C2CCCC2)cc1,-2,16%,7%,-8%,7%,-27,-2,0%,6%
CN1c2ccccc2Oc2nnc(Cl)cc21,-8,11%,-30%,1%,12%,-52*,-1,2%,0%
COC(=O)c1ccc(COC(=O)C2CCN(S(=O)(=O)c3c(C)cc(C)cc3C)CC2)o1,-4,-2%,-1%,.,1%,22,1,1%,-8%
N#Cc1ccc(CN2CCN(C(=O)c3cccc(S(=O)(=O)N4CCCCCC4)c3)CC2)cc1,1,-2%,.,-1%,-15%,-1,-3,-9%,.
O=C(Nc1ccccc1)Nc1nnc(-c2ccccc2)o1,-23,-11%,-14%,-14%,-5%,-102*,1,11%,-2%
COc1cc(NC(=S)N2CCCC2)cc(OC)c1,-8,-1%,11%,?,15%,4,-8,14%,-4%
CCOc1ccc(CCNC(=O)c2cc3sc(Cl)cc3n2C)cc1OCC,25,10%,-22%,0%,-21%,15,2,-22%,?
COc1cc(NC(=O)c2cc(-c3ccco3)on2)c(OC)cc1Cl,-9,-14%,6%,-2%,-5%,5,8,?,6%

# Quoted from the listing (7 entries):
SMILES,DRD3 antagonist,GLP-1R agonist,KB-V1 MDR tox,SW480 rereplic,HT1080-NT tox,IL-1B inflam inh,DRD3 agonist,HT1080 IDH1KD tx,KB-3-1 tox
O=C(Cc1cccs1)Nc1ccc(F)cc1,-2,1%,15%,-1%,12%,-2,8,2%,3%
CC(/C=N/NC(=O)c1ccccc1C)=C\c1ccccc1,1,2%,-16%,22%,-6%,-10,-16,18%,-14%
CCN(C(=O)COc1ccc(C)nc1[N+](=O)[O-])C1CCS(=O)(=O)C1 (stereo not given),8,12%,18%,0%,12%,11,-9,25%,20%
Cc1ccc(NC(=O)COC(=O)/C=C/c2ccc(Br)o2)cc1S(=O)(=O)N(C)C,2,-5%,0%,-14%,0%,9,2,1%,-4%
COCCN(Cc1ccc(C)cc1)C(=O)[C@H]1O[C@@H](n2ccc(N)nc2=O)[C@H](O)[C@@H]1O,-12,1%,?,.,7%,29,-7,18%,0%
Cc1nn(CC(=O)Nc2ccc(N3CCOCC3)cc2)c(C)c1Br,?,4%,0%,-8%,-3%,4,-9,-9%,-5%
Cc1ccc(OCC(=O)Nc2ccc(NC(=O)c3cccs3)cc2)c(C)c1,-22,7%,-6%,-3%,?,-1,-8,?,-15%

# Next section.
SMILES,DRD3 antagonist,GLP-1R agonist,KB-V1 MDR tox,SW480 rereplic,HT1080-NT tox,IL-1B inflam inh,DRD3 agonist,HT1080 IDH1KD tx,KB-3-1 tox
Cc1cc2oc(=O)cc(-c3cc4ccccc4o3)c2cc1O,2,2%,-18%,-1%,4%,0,-1,0%,-18%
CCOc1ccc(N(CC(=O)N2CCCC2)S(=O)(=O)c2c(C)noc2C)cc1,-7,12%,-1%,-1%,0%,13,5,1%,-11%
NC(=O)Cc1cn(-c2ncc(C(F)(F)F)cc2Cl)c2ccccc12,?,-4%,-1%,1%,5%,27,3,5%,6%
Cc1cccc(C)c1NC(=O)COc1ccccc1C(=O)Nc1ccc(Br)cn1,11,0%,-10%,-2%,7%,25,28,?,8%
Cc1cnc(NC(=O)c2cc(S(=O)(=O)N(C)C)ccc2N2CCCC2)s1,-17,0%,?,?,-23%,-64*,-17,-29%,21µM*
COc1ccc(CNC(=O)C(=O)NCC2OCCN2S(=O)(=O)c2ccc(OC)cc2)cc1 (stereo not given),4,5%,?,15%,1%,5,3,-4%,-1%
COc1ccc(C2C(C(=O)c3ccc(C)o3)=C(O)C(=O)N2Cc2cccnc2)cc1OC (stereo not given),4,1%,?,-8%,16%,1,1,8%,12%
CCn1c(=O)c(C(=O)CN2CCCc3ccccc32)c(N)n(Cc2ccccc2)c1=O,29,15%,?,?,-13%,11,-4,-21%,?
CCOc1ccc(NC(=S)NNc2ccnc3cc(Cl)ccc23)cc1,-3,5%,?,?,?,-89*,3,?,?
CCS(=O)(=O)N1CCC(C(=O)Nc2cccc(C(C)=O)c2)CC1,-17,5%,-14%,-2%,-1%,-15,-9,1%,11%
Cc1cc(N2CCOCC2)n2cc(-c3ccccc3)nc2n1,-1,-6%,-11%,-1%,10%,-5,-3,9%,-1%
O=c1c2c(nc3n1CCCCC3)sc1c(O)c(Br)ccc12,-22,-15%,-7%,-15%,-3%,3,-3,-8%,-1%
CN(C)Cc1cc(C(C)(C)c2ccccc2)ccc1O,-13,-2%,-1%,?,-1%,?,-23,-28%,-3%
Cc1c(NC(=O)CN2C(=O)NC3(CCCCC3C)C2=O)cccc1[N+](=O)[O-] (stereo not given),19,3%,0%,-20%,-9%,7,-3,-8%,0%
O=C1CC(Sc2nnnn2-c2ccccc2)C(=O)N1c1cccc(Cl)c1 (stereo not given),-3,-32%[inhibitor],0%,?,?,-7,0,?,?
CCCCN(C(=O)c1cnc2n(c1=O)CCS2)c1ccccc1,10,-2%,1%,-14%,-8%,5,-6,0%,-6%
CC(C)Cn1cnc2c(SCCc3ccccc3)nc(N)nc21,0,?,-4%,23%,-16%,-9,-6,-3%,0%
CN1CCN(CCC(=O)N/N=C/C=C2\N(C)c3ccccc3C2(C)C)CC1,-23,-1%,28%,-3%,-12%,10,-7,0%,-1%
CC(C)(C)C(=O)Cn1c(NCCO)nc2ccccc21,6,3%,16%,3%,1%,8,3,2%,-12%
CCOC(=O)CN1C(=O)Nc2ccc(Br)cc2C1c1ccccc1 (stereo not given),9,17%,-27%,13%,-3%,-17,-6,-11%,-4%
O=C(CC[C@H]1O[C@@H](n2ccc(=O)[nH]c2=O)[C@H](O)[C@@H]1O)N[C@H](Cc1ccccc1)C(=O)NCc1cccs1,0,1%,5%,.,18%,4,9,14%,0%
O=C(CCNS(=O)(=O)c1cccc2nsnc12)NCc1ccccc1,13,5%&0%,19%&25%,0%,-3%,13,-4&5,0%,0%&-3%
CCCC(=O)Nc1sc(C)c(C)c1C(=O)Nc1cccc(C)c1,14,2%,-2%,-13%,7%,-59*,4,-3%,-4%

# A different layout for some results above:
compound | DRD3 antagonist | GLP-1R agonist | KB-V1 MDR tox | SW480 rereplic | HT1080-NT tox | IL-1B inflam inh | DRD3 agonist | HT1080 IDH1KD tx | KB-3-1 tox
CC(C)(C)C(=O)Cn1c(NCCO)nc2ccccc21 | 6 | 3% | 16% | 3% | 1% | 8 | 3 | 2% | -12%
CCOC(=O)CN1C(=O)Nc2ccc(Br)cc2C1c1ccccc1 (stereo not given) | 9 | 17% | -27% | 13% | -3% | -17 | -6 | -11% | -4%
